# HIF-2a block: HIF-2a reporter inhibitors, primary screen, luminescence, 786-0 RCC cells. 786-0 RCC cells HIF-2a reporter, luciferase luminescence, overnight. inhibition, % at 18.8 µM. 0.72% of 360,000 active. AID 624352, 2012;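 active = inhibition of the luminescence signal of 40% or more relative to plate controls, in a single-dose primary screen at 18.75 µM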
# MITF TRPM1 inh: inhibitors of MITF-dependent TRPM1 promoter reporter, primary screen, cell-based, SK-MEL-5, single point, luciferase. inhibition, % at 12.5 µM. AID 488899, 2010. 0.83% of 330,000 active. SK-MEL-5 TRPM1 promoter luciferase, 24 h;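 active = mean inhibition across replicates of 60% or more, whatever share of single replicates reaches that level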; also: values of inactives mirror those of a sister screen read the other way
# TRAIL sens C8: viability loss with TRAIL in NB7+C8 cells, primary screen, TRAIL sensitizer project, cell-based, ATPlite luminescence; 1% of 360,000 active; inhibition (viability loss, TRAIL sensitization), % at 10 µM;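 active = compounds causing at least 50% loss of cell viability in the single-dose screen, relative to plate controls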
# NR2E3 ag-1: NR2E3 agonists in two-hybrid cells, primary screen, cell-based, luminescence, CHO-S, Gal4-NCOR/VP16-NR2E3. inhibition of corepressor binding, % at 3.98 µM. luciferase. Photoreceptor-specific nuclear receptor (Homo sapiens), Q9Y5X4. AID 602229, 2012. 0.35% of 360,000 active;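 active = inhibition above the mean of all tested compounds plus 3 SD, cut at about 70% in these data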;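 also: 0% = DMSO with NR2E3 transfected cells and 100% = cells lacking NR2E3 construct; higher means lower luciferase signal from less NR2E3 corepressor binding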
# Target sequence (Q9Y5X4 whole entry, looked up, the tested form may be a part): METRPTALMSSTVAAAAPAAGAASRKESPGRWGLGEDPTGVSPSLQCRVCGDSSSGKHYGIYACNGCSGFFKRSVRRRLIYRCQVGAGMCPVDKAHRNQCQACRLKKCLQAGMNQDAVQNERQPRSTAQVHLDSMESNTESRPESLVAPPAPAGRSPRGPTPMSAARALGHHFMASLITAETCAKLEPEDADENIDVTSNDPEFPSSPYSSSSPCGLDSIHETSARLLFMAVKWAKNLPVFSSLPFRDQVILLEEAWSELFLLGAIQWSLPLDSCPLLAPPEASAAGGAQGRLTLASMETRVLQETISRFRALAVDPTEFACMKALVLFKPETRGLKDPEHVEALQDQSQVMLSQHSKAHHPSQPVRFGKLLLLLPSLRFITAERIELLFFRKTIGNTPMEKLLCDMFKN
# iPSC survival up: enhancers of single-cell hiPSC survival, primary screen, ATPlite luminescence; AID 602274, 2012; 0.044% of 360,000 active; survival enhancement, % at 20 µM; 100% = ROCK inhibitor wells, 0% = DMSO; in the data active = survival enhancement above about 18%;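 also: cells exposed to compounds for 16 hours before the ATP read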
# CF NFkB inh: inhibitors of PAF-induced NF-kB signaling, primary screen, cell-based, GFP fluorescence, uHTS | 0.86% of 360,000 active | KKLEB NF-kB-GFP reporter, GFP fluorescence overnight | AID 588850, 2011 | inhibition, % at 5 µM;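 active = at least 50% inhibition at 5 µM, scaled per plate between neutral and stimulator controls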;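 also: PAF is a Pseudomonas aeruginosa culture filtrate used as stimulus; plate controls were PAF-stimulated DMSO wells for no effect and unstimulated DMSO wells for full effect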
# Shn3 3UTR inh: reduction of Shn3 3'UTR firefly luciferase signal, primary screen, Schnurri-3 inhibitor project, cell-based, Clone20 osteoblasts, set 2 | Clone20 osteoblast Shn3 3'UTR firefly luciferase, 24 h | inhibition, % at 12.5 µM | 0.52% of 360,000 active | AID 588674, 2011;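 active = mean inhibition of at least 75% with every replicate also reaching 75%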;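 also: 0% = median of neutral control wells and 100% = pilot-screen positive control compound; some compounds past the cut are filed as inactive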
# EBV LMP1 NFkB: EBV LMP1-driven NF-kappaB luciferase reporter inhibitors, primary screen, cell-based, luminescence, single point; LMP1-induced NF-kappaB luciferase reporter cells; inhibition, % at 12.5 µM; 0.69% of 350,000 active; AID 504558, 2011; in the data active = inhibition above about 41%;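 also: 0% = neutral control wells and 100% = reference inhibitor control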
# KKLEB cytotox: cytotoxicity in KKLEB CF airway cells, primary screen, cytotoxicity control for CF NF-kB inhibitor project, cell-based, uHTS, fluorescence assay plates; KKLEB CF airway cells viability, ATPlite luminescence, overnight; active compounds read low; cells stimulated with P. aeruginosa culture filtrate; 0.36% of 360,000 active; activity change (cytotoxicity), % at 5 µM;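 active = corrected activity change at or below -50% at 5 µM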
# NR2E3 ag-2: inhibitors of NR2E3-RetCOR corepressor binding, primary screen, NR2E3 agonist project, biochemical, TR-FRET, GST-NR2E3, biotin-RetCOR; Photoreceptor-specific nuclear receptor (Homo sapiens), Q9Y5X4; 1536-well; inhibition of corepressor binding, % at 4.78 µM; 0.12% of 320,000 active; AID 2300, 2010;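 active = percent inhibition above the cutoff of mean plus 3 SD of all tested compounds, set per screening campaign, cut at about 20% in these data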;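 also: 0% = DMSO wells and 100% = biotin wells as full block of FRET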
#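 Format: 1536-well format; test system: GST-NR2E3 and biotin-RetCOR proteins; read-out basis: percent inhibition of TR-FRET ratio; timing: 5 h incubation at 4 °C; detection: time-resolved FRET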
# Peg3 promoter: Peg3 promoter-driven luciferase inhibitors, primary screen, cell-based, HeLa, luciferase luminescence | 1.7% of 360,000 active | inhibition, % at 20 µM | HeLa PEG-Prom luciferase reporter, overnight;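 active = inhibition of at least 50% at 20 µM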
# * = called active by the depositor; . = no result given. Only part of the results is shown (hit frequency here may not be typical).
compound	HIF-2a block	MITF TRPM1 inh	TRAIL sens C8	NR2E3 ag-1	iPSC survival up	CF NFkB inh	Shn3 3UTR inh	EBV LMP1 NFkB	KKLEB cytotox	NR2E3 ag-2	Peg3 promoter
COc1ccc(CC(=O)Nc2ccc(S(=O)(=O)Nc3cc(C)on3)cc2)cc1	9.9	-2.3	9.3	4.5	1.3	-8.0	15.1	-2.3	2.3	0.0	11.5
CC1(C)C(c2ccc(Cl)cc2)=[N+]([O-])C2(CCCC/C2=N\O)N1O (configuration not stated)	22.1	-6.5	-11.8	-11.9	3.6	1.8	2.8	3.7	2.7	0.4	8.8
O=C(CCNS(=O)(=O)c1ccccc1C(F)(F)F)NCCCSc1ccccc1	4.7	8.5	2.1	-48.7	0.8	9.3	14.4	-5.0	-21.2	-0.3	16.0
Cc1ccc(NC(=O)CCCCCC2NC(=O)NC2C)cc1 (configuration not stated)	1.0	6.2	-18.5	-18.7	0.4	3.8	-7.0	0.6	-6.2	86.8*	-3.1
Cn1c(=O)cc(Nc2ccc(Cl)cc2)[nH]c1=O	12.5	-23.8	-2.1	-16.0	0.0	7.1	-10.8	.	-1.2	0.4	8.6
COc1ccc(OC)c(NC(=O)CCCNC(=O)c2ccc(Cl)cc2)c1	10.8	-6.0	-7.0	-11.8	0.7	9.8	-5.9	-2.6	-20.0	2.9	-0.6
Cc1ccc(CSc2nnc(-c3ccc4c(c3)OCO4)o2)cc1	-233.4	-0.5	26.9	-94.2	-1.2	-5.1	-6.8	-13.1	-18.9	0.5	-105.3
CCN(CC(=O)Nc1ccc(NC(C)=O)cc1)C(=O)C1CC(=O)N(Cc2ccc(C)cc2)C1 (configuration not stated)	1.5	8.6	5.5	2.9	-0.2	9.8	2.0	3.2	3.4	1.0	9.6
COc1cc(C(=O)O)ccc1OC(C)=O	6.3	-1.2	-4.8	-19.7	2.7	1.9	-0.2	0.1	8.8	1.5	10.8
COc1ccc([C@H]2C[C@@H](n3cc(COC(=O)c4ccccc4)nn3)[C@H](O)CN2CC2CCCCC2)cc1	4.6	.	11.6	6.8	-0.3	7.7	-12.8	2.9	-15.3	.	4.3
Brc1ccc(-c2noc(COc3ccc4ccccc4c3)n2)o1	-76.9	12.1	-10.1	7.0	2.9	2.5	5.7	-7.8	-12.3	1.2	-48.1
Cc1cc(N2CC(C(=O)O)CC2=O)ccc1Br (configuration not stated)	3.1	-4.9	2.9	-12.6	3.2	-6.4	-7.0	-1.0	10.8	0.1	0.6
CCCCn1c(SCC(=O)c2ccccc2)nc2ccsc2c1=O	-19.4	4.6	-5.6	-22.6	-1.7	-16.6	26.1	9.7	8.4	0.8	13.0
Cn1/c(=N/N=C/c2ccc(Cl)c([N+](=O)[O-])c2)sc2ccccc21	-12.6	10.9	-1.2	-7.7	-0.9	-4.8	-11.8	-2.3	3.9	2.4	-41.8
COc1nc(-c2ccccc2)cc(-c2ccc(OC)c(OC)c2)n1	-179.7	-26.0	-11.7	-29.3	4.5	-20.9	-13.8	2.9	6.0	1.2	-26.2
O=C(C1CN(C(=O)c2cc3ccccc3o2)c2ccccc2O1)N1CCCCC1 (configuration not stated)	15.4	.	-12.4	-1.0	8.8	-11.9	0.8	-0.5	2.5	.	19.3
O=C(O)/C=C/C(=O)Nc1ccc2c(c1)C(=O)c1ccccc1C2=O	-151.2	-15.9	14.1	-80.5	2.3	-24.8	-20.0	-6.9	11.2	-0.4	-91.0
Fc1ccc(C(CNC(=S)NC2CCCCC2)N2CCOCC2)cc1 (configuration not stated)	4.3	-7.7	-1.6	-7.4	-1.0	21.4	10.5	-4.7	-2.5	3.3	6.1
O/N=C/c1cc2ccccc2n1Cc1ccccc1F	24.5	3.8	-6.2	-49.1	-0.6	43.7	8.3	-3.5	-9.3	-0.5	19.8
N/C(=N\OC(=O)CC1CCCCC1)c1ccncc1	-4.5	-9.5	-1.4	-7.6	-0.4	-0.4	-37.1	-19.9	4.8	1.0	-69.4
Cc1cc(/C=C2\SC(=O)N(C)C2=O)c(C)n1-c1cccc(C(=O)O)c1	6.9	-4.7	-3.9	-35.8	0.3	-7.7	-1.2	2.2	3.6	1.1	-38.9
Cn1cccc1Cc1nnc(SCC(=O)Nc2ccccc2)n1-c1ccc(F)cc1	-2.9	6.0	14.5	-11.1	-1.2	-2.0	-1.4	-3.7	5.4	-5.8	8.4
Cc1cccc(Nc2c3c(nc4ncnn24)CCC3)c1	22.8	0.5	-3.0	9.2	-2.1	-14.9	11.1	2.0	8.9	0.5	12.5
CCC(O)(CC)C(=O)NN(C(=O)Nc1csc2c1CCCC2)c1ccccc1	-1.0	8.1	1.2	3.1	0.0	-11.5	-21.7	-3.3	4.4	2.2	1.5
Cc1ccccc1CNC(=O)c1ccccc1C(=O)O	-1.7	2.6	10.5	-26.2	-2.7	-3.6	7.3	5.5	7.4	-2.2	-6.5
COc1ccc(CNC(=O)CN(C(=O)CCC(=O)Nc2nccs2)c2ccc3c(c2)OCO3)cc1	4.4	.	-8.8	0.6	-0.4	-9.6	-6.3	2.4	7.8	1.8	2.1
COCCCn1c(SCC(=O)Nc2ccccc2)nnc1-c1ccncc1	13.7	13.7	-8.1	-7.3	0.9	-10.2	2.3	6.2	-0.9	-4.1	5.4
COc1ccc(C(=O)NCc2ccc3c(c2)OCO3)cc1S(=O)(=O)N(C)Cc1ccccc1	6.0	-3.4	-2.0	-19.3	2.5	-10.5	-9.5	-1.4	0.0	-0.3	36.0
Cc1ccc(C(=O)NC(=S)Nc2cc(-c3nc4ccccc4s3)ccc2C)cc1	-211.1	-51.3	13.2	-159.5	-2.8	6.0	-93.9	-59.6	-16.3	3.8	-307.0
Oc1ccc(C[C@H]2CNCCN2CCCCC2CCCCC2)cc1	-2.8	2.5	22.8	39.2	-4.0	17.7	-26.2	6.2	-30.6	-1.8	106.3*
CC(C)=CCCC(C)CN1CCC(n2nccc2NC(=O)c2cccnc2)CC1 (configuration not stated)	4.0	9.1	4.9	15.7	-0.3	8.4	7.2	3.1	2.7	4.7	-2.4
CCc1ccccc1NC(=O)CSc1nc2cc(C(=O)NCC3CCCO3)ccc2c(=O)n1CC1CCCO1 (configuration not stated)	13.5	.	5.4	-14.8	0.7	2.3	2.4	-5.8	7.0	.	1.1
Cc1cccc(NC(=O)c2ccc(S(=O)(=O)N3CCCCC3C)cc2)n1 (configuration not stated)	-86.4	-42.0	7.4	-17.5	0.7	9.7	-22.4	-18.5	-5.7	-0.6	-49.0
Cc1noc(C)c1S(=O)(=O)Nc1ccc(C(=O)NCc2ccccc2)cc1	7.3	3.6	-8.4	2.7	4.5	-0.1	-81.8	-2.3	-2.0	-3.0	8.6
C#CCOCCOCCOCCNc1nc(N2CCN(C(=O)[C@H](CCCCN)n3cc(CN)nn3)CC2)nc(N2CCN(C(=O)[C@H](CCC(=O)O)n3cc(CN)nn3)CC2)n1	1.1	-11.4	-4.9	-12.0	2.4	-37.1	-41.5	-6.1	26.7	.	0.1
CC(=O)NS(=O)(=O)c1cccnc1Nc1ccc(Cl)c(Cl)c1	3.5	8.5	-3.2	-19.6	-2.5	7.1	8.1	-3.0	-1.5	1.2	12.0
Cc1ccc(-c2nn(C)c(=O)c3ccccc23)cc1S(=O)(=O)NCCO	14.5	-1.9	9.8	2.2	2.9	13.7	-0.1	-1.9	2.9	-0.7	-1.6
CSC[C@H]1CN(Cc2ccccc2)C(=O)[C@@H]1CC(=O)Nc1ccccc1	7.8	.	6.5	1.6	1.4	-17.0	-11.8	-8.7	15.5	.	1.2
COC(=O)Cn1ncc2c3ccccc3n(Cc3ccccc3)c2c1=O	1.7	-1.2	5.9	-23.5	-0.3	-7.1	-8.1	-19.9	-10.0	-0.4	17.5
CN(C)CCNc1nc(-c2ccccc2)c2c(c1C#N)CC(C)(C)OC2	-0.3	-3.3	-4.1	-8.5	-0.7	15.4	-37.5	-0.2	-0.6	-0.6	-26.8
OC[C@@H]1CN(Cc2ccco2)C[C@H](n2cnc3c(NC4CCC4)ncnc32)O1	-0.6	.	-22.2	-4.1	3.4	0.5	16.8	.	-0.4	.	5.0
N#Cc1ccc(C(=O)Nc2nc(SCc3ccc(Cl)cc3)n[nH]2)cc1	-3.7	-9.6	0.2	-51.0	1.1	-13.0	16.5	11.1	-12.0	-2.1	25.8
Cc1cccc(OCC(=O)N2CCN(C(=O)CCC3CCCC3)CC2)c1	17.7	1.1	-11.0	-2.7	3.9	-5.2	8.4	0.2	-0.8	-1.2	15.7
CCN1C(=O)[C@H]2[C@@H](c3ccc(OC)cc3)N[C@]3(CCCN(Cc4ccc(Br)cc4)C3=O)[C@H]2C1=O	-5.9	.	-11.4	-4.6	10.5	-2.6	-14.0	3.4	-3.5	.	8.4
CCC1(c2ccccc2)NC(=O)N(CC(=O)NNC(=O)COc2ccc(Cl)cc2C)C1=O (configuration not stated)	15.6	1.7	-6.6	-9.3	0.6	1.6	14.3	4.4	19.8	2.1	15.6
COC(=O)C1C(=O)C2=C(CC1C)NC(C)=C(C(=O)OC1CCCC1)C2c1ccc(N(C)C)cc1 (configuration not stated)	-52.5	1.9	25.5	7.2	0.2	3.2	-2.5	0.7	-12.8	-1.0	-14.8
COc1ccccc1-c1cnn2c(NC3CCCC3)cc(C)nc12	-246.0	-131.4	29.3	-98.8	-0.7	6.7	-30.9	-17.0	-18.1	-1.1	-265.3
Cn1c(CC(=O)Nc2ccc(Cl)c(Cl)c2)nnc1SCC(=O)Nc1nccs1	8.3	13.5	-6.2	0.9	4.4	1.5	-6.4	1.5	13.6	-0.1	11.3

# Source: PubChem BioAssay (several laboratories)
